WRN inhibitor: WRN helicase (human) inhibition | hit rate 0.46% among 360,000 | Potency, µM (top dose mostly 114 µM), inactives show at the highest dose activity change, negative = inhibition, usual class: inhibitors | AID 651768 | WRN helicase unwinding, fluorescent forked duplex, kinetic; note: potency is the fitted concentration of half-maximal effect; % is set by controls: 0 for no effect and ±100 for the full control effect; nearly all actives have a fitted effect of over 55% in size
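WRN at 20 nM final preincubated with compound 15 min at room temperature; reaction started with 100 nM fluorophore/quencher forked duplex oligonucleotide and 2 mM ATP final. Unwinding followed kinetically by red fluorescence (ex 525, em 598 nm).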
GLP1R ag: activates the human GLP-1 receptor. HEK293 GLP-1R CRE-luciferase, luminescence, 4-6 h; cells express a hypersensitive GLP-1R form. hit rate 0.007% among 380,000. AID 624172. Potency, µM (doses to about 45.6 µM), without a hit: top-dose activation, usual class: activators; note: potency is the fitted concentration of half-maximal effect; % of control where 0% means no effect
Target sequence (P43220 whole entry, looked up): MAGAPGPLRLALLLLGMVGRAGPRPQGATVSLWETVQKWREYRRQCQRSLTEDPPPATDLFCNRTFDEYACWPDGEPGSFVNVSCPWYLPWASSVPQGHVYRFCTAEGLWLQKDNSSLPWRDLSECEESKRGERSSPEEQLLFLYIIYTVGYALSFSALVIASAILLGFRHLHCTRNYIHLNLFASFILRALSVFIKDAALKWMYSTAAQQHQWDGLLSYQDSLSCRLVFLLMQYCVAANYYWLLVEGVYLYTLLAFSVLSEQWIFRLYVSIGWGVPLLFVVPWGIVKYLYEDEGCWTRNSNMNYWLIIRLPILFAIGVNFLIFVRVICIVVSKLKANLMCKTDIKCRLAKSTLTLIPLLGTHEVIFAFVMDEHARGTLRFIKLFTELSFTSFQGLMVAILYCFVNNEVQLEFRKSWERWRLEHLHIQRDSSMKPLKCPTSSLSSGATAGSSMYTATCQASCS
D3 antag: antagonists of human D3 dopamine receptor. AID 652054. hit rate 2.5% among 360,000. max response, negative = inhibition, %. P35462. D3R cells, DiscoveRx beta-arrestin luminescence, antagonist mode; stronger effect = lower value; in the data active = max response below about -50%; inconclusive = no clear call, values can overlap the other calls; note: % is set by controls: 0 for no effect and ±100 for the full control effect; mostly tested at two doses, the higher about 12 µM
Target sequence (P35462 whole entry, looked up): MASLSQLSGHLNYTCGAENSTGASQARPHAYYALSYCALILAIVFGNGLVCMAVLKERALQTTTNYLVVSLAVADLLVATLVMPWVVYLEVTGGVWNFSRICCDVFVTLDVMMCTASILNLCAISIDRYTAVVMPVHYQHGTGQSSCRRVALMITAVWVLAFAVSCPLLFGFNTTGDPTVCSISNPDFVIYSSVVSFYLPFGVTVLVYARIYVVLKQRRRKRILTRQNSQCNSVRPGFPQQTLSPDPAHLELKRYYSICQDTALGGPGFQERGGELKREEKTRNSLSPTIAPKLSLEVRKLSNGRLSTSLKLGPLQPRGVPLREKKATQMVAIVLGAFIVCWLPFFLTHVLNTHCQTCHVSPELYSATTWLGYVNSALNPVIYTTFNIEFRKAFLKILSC
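Cells plated overnight at 1500 cells/well, then exposed to library compounds with dopamine controls for 90 minutes at 37 degrees C. DiscoveRx reagent added for 30–60 minutes at room temperature; luminescence read, quantitative HTS format.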
PI5P4Ka inh: PI5P4K alpha (human) kinase inhibition; P48426; PI5P4Kalpha enzyme, ADP-Glo luminescence, 60 min; stronger effect = lower value; max response, %; hit rate 1.2% among 330,000; AID 652105; active = max response of -50% or lower; inconclusive = between -30% and -50%; inactive = -30% or higher; note: value at the top dose of about 77 µM; % is set by controls: 0 for no effect and ±100 for the full control effect
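Quantitative HTS of the MLSMR library against PI5P4Kalpha with substrate. ATP added last at 5 microM final; room temperature, 60 minutes. Remaining ATP depleted, ADP converted and read as luminescence.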
GLP1R cytotox: cytotoxic in the GLP-1 receptor inverse agonist counter-screen; HEK293 cAMP-luciferase reporter cells, luminescence, 24 h; Potency, µM (highest dose often 38.3 µM), without a hit: at the top dose activity change, negative = inhibition, hits mostly inhibitors; hit rate 0.13% among 410,000; AID 624418;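 note: loss of luciferase light is scored as toxicity; potency is the fitted concentration of half-maximal effect; % is set by controls: 0 for no effect and ±100 for the full control effect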
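Compound-treated cells are incubated 24 hr at 37 deg C under 5% CO2 after a 12 hour attachment period, then luciferase detection reagent is added and luminescence is measured following 12 min at room temperature; lowered signal indicates toxicity.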
DRD3 agonist: activates the human D3 dopamine receptor; P35462; D3R DiscoveRx beta-arrestin cells, luminescence, 90 min; max activation, %; hit rate 0.58% among 410,000; AID 652048; in the data active = max activation above about 30%; note: 0% is about no effect; mostly tested at two doses, the higher about 12 µM
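Cells at 1500/well, incubated overnight, then treated with pinned compounds (dopamine as control) for 90 min at 37 degrees C. DiscoveRx reagent added for 30 - 60 minutes at room temperature; luminescence read.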
PLK1 PBD block: blocks phosphopeptide binding to human PLK1 polo-box domain; P53350; Plk1 PBD binding of FITC phosphopeptide, fluorescence polarization; Potency, µM, without a hit: max response, negative = inhibition, most hits filed as inhibitors; hit rate 2.8% among 360,000; note: potency is the fitted concentration of half-maximal effect; series mostly up to about 57 µM; % is set by controls: 0 for no effect and ±100 for the full control effect; nearly all actives have a fitted effect of over 65% in size
IL-2 act: IL-2 activation. hit rate 0.065% among 360,000. activation, % (series mostly up to about 46 µM). IL-2 activation reporter assay, cell-based qHTS; stimulated with anti-CD3/CD4/CD28 beads; in transgenic mouse T cells; in the data active = activation above about 50%; inconclusive = mostly about 30% to 49%; note: 0% is about no effect
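Readout: EGFP and DsRed signals by fluorescent plate cytometry. Unstimulated transgenic mouse T cells received compound 60 min before antibody-bead stimulation, then incubated 18 h at 37 degrees C.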
GLP1R inv ag: acts as inverse agonist at human GLP-1 receptor; Potency, µM (highest dose often 38.3 µM), for the others: at the top dose activity change, negative = inhibition, actives largely listed as inhibitors; HEK293 GLP-1R CRE-luciferase, luminescence, 24 h; GLP-1R form is constitutively active; AID 624417; hit rate 1.6% among 410,000; P43220; note: potency is the fitted concentration of half-maximal effect; % is set by controls: 0 for no effect and ±100 for the full control effect; nearly all actives have a fitted effect of over 55% in size
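Assay principle: reduced luminescence from a cAMP-responsive reporter in HEK293 cells co-expressing a constitutively active GLP-1R. Conditions: 24 hr compound incubation, 37 deg C, 5% CO2.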
* marks the source's active call; other numbers are inactive results; ? = inconclusive; nt = not tested or not shown; & = joins results of further samples; [ ] = another dose, or the depositor's remark. Unless noted, calls come from the whole dose curve; as a rule, active = well fitted curve in the direction sought with a large enough effect; inconclusive = small, poorly fitted or top-dose-only effect, or another doubt; inactive = no such curve, though single readings can be large; an effect the other way counts as inactive or inconclusive. Compounds were not picked by outcome; 7.8% or so of the library scored in one or more.

Screens in order: PLK1 PBD block	D3 antag	DRD3 agonist	GLP1R ag	GLP1R cytotox	WRN inhibitor	IL-2 act	PI5P4Ka inh	GLP1R inv ag
1: COc1ccc(CN2CCC(n3nccc3NC(=O)c3ccc4c(c3)OCO4)CC2)cc1C
    0%	-10	-21	4%	?	-18%	-2.2	-2	?
2: Oc1ccc(Br)cc1/C=N/Nc1ncc(-c2ccccc2)cn1
    4%	?	-1	-2%	-11%[7.66 µM]	3%	0.7	-16	22%[7.66 µM]
3: CCCCc1nnc(NC(=O)CSCc2cc(=O)n3cc(C)sc3n2)s1
    -12%	-9	-2	-4%	3%	-2%	-2.7	0	11%
4: O=C(O)c1ccc(S(=O)(=O)c2ccc3c(c2)C(=O)N(NC(=O)c2ccc(O)cc2)C3=O)cc1
    -24%	4	-7	2%	0%	-3%[57.1 µM]	-1.1	5	11%
5: Cc1ccc(Cl)cc1N1CCN(Cc2nnnn2Cc2ccco2)CC1
    -2%	10	5	-2%	-21%	-14%	-0.2	1	?
6: Cn1c(/C=N/Nc2nc3ccccc3[nH]2)nc2ccccc21
    -9%	-23	-11	12%	-7%	-23%	-1.8	0	7%
7: OCC#Cc1ncc(C(F)(F)F)cc1Cl
    5%	6	2	0%	-1%[7.66 µM]	7%	-1.2	4	1%[7.66 µM]
8: CCCc1cc(=O)oc2c(C)c(OCC(=O)N3CCC(C(=O)O)(c4ccccc4)CC3)ccc12
    -4%	18	10	-6%	-2%	-8%	-0.4	7	8%
9: COc1ccc(C(=O)NCC(=O)N2CCN(C(=O)c3ccco3)CC2)cc1OC
    -23%	?	2	-16%	7%	-33%	0.0	3	5%
10: COC(=O)Cc1c(C)nc2nc(-c3cccnc3)[nH]n2c1=O
    ?	4	2	-17%	-6%	6%	0.0	-13	2%
11: CCCOc1ccc(C2CC(=O)Nc3c2c(=O)n(C)c(=O)n3C)cc1OC (centres undefined)
    nt	nt	6	2%	0%	nt	nt	nt	4%
12: CN(CC(=O)Nc1ccccc1C(F)(F)F)C(=O)c1ccc(N2C(=O)CCC2=O)cc1
    7%	-1	9	0%	5%	-7%	-0.9	-2	-8%
13: COc1ccc(OC2C(=O)N(c3ccc(C)c(C)c3)C2c2ccc(OC)c(OC)c2)cc1 (centres undefined)
    -9%	10	9	14%	4%	-6%	-4.6	6	?
14: CC1(C)NC(=O)N(CCOCCOc2ccccc2-c2ccccc2)C1=O
    1%	-5	-2	0%	-3%	1%	-0.2	5	-15%
15: COc1ccc(Cl)cc1NC(=O)Cn1nc(C(F)(F)F)c2c1CCCC2
    nt	nt	6	-9%	5%	nt	nt	nt	13µM*
16: O=C(NCCc1ccccc1)C1CCCN1C(=O)NCc1ccccc1 (centres undefined)
    -4%	-12	-7	10%	-19%	14%	-2.4	1	-9%
17: O=C(NCc1ccccn1)c1cccc(NS(=O)(=O)c2ccc(Br)cc2)c1
    -5%	-2	-5	0%	-9%	-10%	1.4	0	-9%
18: Nc1nc(-c2ccc3c(c2)CCCC3)cs1
    -17%	-20	0	0%	-4%	2%[57.1 µM]	8.3	4	?
19: CC1=C(C(=O)N2CCCCCC2)CC(CC(=O)NCCc2ccccn2)C(=O)N1Cc1ccc(F)cc1 (centres undefined)
    -5%	0	-3	13%	-1%	2%	0.3	-5	25%
20: COc1ccc(C(=O)NCC(=O)OCC(=O)NC(=O)NC2CCCCC2)cc1OC
    -2%	19	-5	-2%	4%	4%[57.1 µM]	-1.9	0	4%

Arranged by SMILES length (descending): some entries from above
Screens in order: PLK1 PBD block	D3 antag	DRD3 agonist	GLP1R ag	GLP1R cytotox	WRN inhibitor	IL-2 act	PI5P4Ka inh	GLP1R inv ag
4: O=C(O)c1ccc(S(=O)(=O)c2ccc3c(c2)C(=O)N(NC(=O)c2ccc(O)cc2)C3=O)cc1
    -24%	4	-7	2%	0%	-3%[57.1 µM]	-1.1	5	11%
19: CC1=C(C(=O)N2CCCCCC2)CC(CC(=O)NCCc2ccccn2)C(=O)N1Cc1ccc(F)cc1 (centres undefined)
    -5%	0	-3	13%	-1%	2%	0.3	-5	25%
8: CCCc1cc(=O)oc2c(C)c(OCC(=O)N3CCC(C(=O)O)(c4ccccc4)CC3)ccc12
    -4%	18	10	-6%	-2%	-8%	-0.4	7	8%
12: CN(CC(=O)Nc1ccccc1C(F)(F)F)C(=O)c1ccc(N2C(=O)CCC2=O)cc1
    7%	-1	9	0%	5%	-7%	-0.9	-2	-8%
1: COc1ccc(CN2CCC(n3nccc3NC(=O)c3ccc4c(c3)OCO4)CC2)cc1C
    0%	-10	-21	4%	?	-18%	-2.2	-2	?
20: COc1ccc(C(=O)NCC(=O)OCC(=O)NC(=O)NC2CCCCC2)cc1OC
    -2%	19	-5	-2%	4%	4%[57.1 µM]	-1.9	0	4%
17: O=C(NCc1ccccn1)c1cccc(NS(=O)(=O)c2ccc(Br)cc2)c1
    -5%	-2	-5	0%	-9%	-10%	1.4	0	-9%
11: CCCOc1ccc(C2CC(=O)Nc3c2c(=O)n(C)c(=O)n3C)cc1OC (centres undefined)
    nt	nt	6	2%	0%	nt	nt	nt	4%
14: CC1(C)NC(=O)N(CCOCCOc2ccccc2-c2ccccc2)C1=O
    1%	-5	-2	0%	-3%	1%	-0.2	5	-15%
10: COC(=O)Cc1c(C)nc2nc(-c3cccnc3)[nH]n2c1=O
    ?	4	2	-17%	-6%	6%	0.0	-13	2%
2: Oc1ccc(Br)cc1/C=N/Nc1ncc(-c2ccccc2)cn1
    4%	?	-1	-2%	-11%[7.66 µM]	3%	0.7	-16	22%[7.66 µM]
18: Nc1nc(-c2ccc3c(c2)CCCC3)cs1
    -17%	-20	0	0%	-4%	2%[57.1 µM]	8.3	4	?
7: OCC#Cc1ncc(C(F)(F)F)cc1Cl
    5%	6	2	0%	-1%[7.66 µM]	7%	-1.2	4	1%[7.66 µM]

More entries follow.
Screens in order: PLK1 PBD block	D3 antag	DRD3 agonist	GLP1R ag	GLP1R cytotox	WRN inhibitor	IL-2 act	PI5P4Ka inh	GLP1R inv ag
21: COc1ccc(NC(=O)CN2CCN(c3ccccc3)CC2)cc1
    -15%	-14	2	4%	-3%	-10%	-1.1	2	-6%
22: CC[C@]12c3[nH]c4cc(-c5ccco5)ccc4c3CCN1C(=O)[C@@H](CC(=O)NCCCn1ccnc1)C[C@@H]2C(=O)N1CCN(C(=O)C2CC2)CC1
    4%	0	8	-1%	-17%	7%	0.5	-2	1%
23: CCC(=O)N1CCc2cc(Br)c(S(=O)(=O)NCCN3CCCCC3CC)cc21 (centres undefined)
    1%	13	4	0%	6%	5%	-0.1	6	-5%
24: CCOc1ccc(CCNc2nc3c(c(=O)n(C)c(=O)n3C)n2CC)cc1OCC
    -6%	42	16	-7%	-4%	10%	-0.9	nt	2%
25: O=C(OCC(=O)N1CCCC1)c1ccc(Cl)nc1
    -1%	8	6	-5%	-10%	-7%	0.7	0	12%
26: COc1ccc(CNC(=O)[C@@H](C)NC(=O)C2CCN(C(=O)[C@@H](N)CCSC)CC2)cc1
    -5%	0	-38	-1%	-20%	6%	0.8	1	-17%[7.66 µM]
27: CCOC(=O)N/N=C/c1ccc(F)cc1
    -4%	12	-25	1%	-2%	12%	-2.9	nt	0%
28: CCCCCN(C(=O)CCC(=O)OCC(=O)Nc1ccc(C)cc1F)c1c(N)n(CCCC)c(=O)[nH]c1=O
    2%	12	2	-6%	-8%	4%	2.3	6	?
29: CN(C)c1cccc(C(=O)OCC(=O)N(C)c2ccccc2)c1
    -17%	-4	2	22%	-10%	6%	-0.3	0	?
30: CC(c1ccccc1)n1c(SCC(=O)Nc2ccccc2)n[nH]c1=O (centres undefined)
    5%	-7	11	13%	-2%	-11%	-0.6	-1	?
31: COc1cc2oc(=O)cc(CN3CCN(c4ccccc4F)CC3)c2cc1Cl
    -21%	-19	-7	8%	2%	-5%	-0.2	?	20%
32: COc1ccc(/C=C2\SC(=O)N(CC(=O)NC3C=CS(=O)(=O)C3)C2=O)cc1 (centres undefined)
    -4%	-12	1	0%	-7%	3%	-3.3	4	26%
33: Cc1cc(NC(=O)CSCC(=O)Nc2nc3ccc(F)cc3s2)no1
    -20%	-20	-4	7%	6%	3%	0.3	-13	-8%
34: CC(C)CN(C(=O)COC(=O)CSc1ccccc1)c1c(N)n(Cc2ccccc2)c(=O)[nH]c1=O
    -5%	0	-13	-15%	2%	11%	-6.0	5	-1%
35: CCn1cc(C(=O)NCCCN2CCCC2)c(=O)c2cc(S(=O)(=O)N3CCc4ccccc4C3)ccc21
    -5%	25	2	4%	-8%	-6%	0.3	-2	-13%
36: S=C(Nc1ccccc1)Nn1cnnc1
    19µM*	-10	3	1%	19%	1%	0.2	-3	15%
37: CC(C)(C)n1nnnc1C(c1cccnc1)N(Cc1ccccc1)Cc1cccs1 (centres undefined)
    2%	-27	-1	3%	-23%	-15%	-1.1	9	?
38: Clc1ccc(-c2nc3ncccn3c2Nc2ccc3c(c2)OCCO3)cc1
    -4%	-12	-6&-3	-1%&1%	-20%&-14%	1%	-1.9	nt	11%&-8%
39: CC(C)Nc1nc(NC(C)(C)C)nc(Oc2ccc(=O)n(C)n2)n1
    6%	3	-4	2%	9%	-11%	3.8	7	7%
40: CC(=O)N1CCCc2cc(S(=O)(=O)CCC(=O)N3CCN(c4ccccc4)CC3)ccc21
    -3%	0	-10	-1%	-16%	-4%	-1.0	2	6%
41: CCn1cc(C(=O)N2CCN(c3cccc(C(F)(F)F)c3)CC2)c2cc(OC)c(OC)cc2c1=O
    nt	nt	-12	1%	-8%	nt	nt	nt	?

Compound activity from PubChem.
